AID2073 – inhibitors of Mint1-CaV2.2 protein interaction, biochemical, HTRF (AID 2073); HTRF protein-protein interaction, Mint1-CaV2.2; higher % means a stronger effect; inhibition, % at 20 µM; hits with a dose series show IC50 in µM; hit rate 0.19% among 290,000; in the data active = inhibition mostly above about 51%, no sharp cut-off; inconclusive = no clear call, values can overlap the other calls; inactive = mostly below about 53%; also: some results filed as inactive read as strong as hits
Dengue-2 NS5 capping – flavivirus cap methylation enzyme inhibition – biochemical, confirmation dose response, primary screen (AID 588689). Dengue-2 NS5 methyltransferase capping enzyme assay, biochemical; higher % means a stronger effect. inhibition, % at 25 µM, or IC50 in µM where a hit was titrated. hit rate 0.3% among 340,000; in the data active = a potency from the dose series; inconclusive = inhibition above about 29% without an active follow-up result
LYP phosphatase – inhibitors of LYP phosphatase, biochemical, fluorescence intensity, uHTS (AID 1779). recombinant LYP phosphatase, fluorescence intensity; higher % means a stronger effect. inhibition, % at 11.5 µM; hits with a dose series show IC50 in µM. hit rate 0.054% among 290,000;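 also: plate controls were vehicle with enzyme for no effect and no enzyme for full effect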
Hep lipid drop – modulators of hepatic lipid droplet formation | hit rate 0.4% among 240,000 | AID 1656 | AML12 mouse hepatocytes, oleate lipid droplets, BODIPY imaging | inhibition, % at 6.5 µM;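 active = lipid droplet intensity inhibited by at least 50%, with more than 500 cells counted; inconclusive = wells with under 300 cells, treated as cytotoxic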
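material = mouse AML12 hepatocyte cell line, fixed after treatment | also added = 100 µM oleic acid challenge | doses = compound at 6.5 µM only | schedule = overnight exposure | technique = Image-based BODIPY and DAPI two-channel analysis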
HIV peptide binding – cell-free HIV fusion peptide-binding blockers – biochemical, uHTS, fluorescence dequenching, primary screen (AID 1986); hit rate 0.3% among 290,000; cell-free peptide binding, fluorescence dequenching, 30 min; higher % means a stronger effect; inhibition, % at 20 µM, or IC50 in µM where a hit was titrated; in the data active = inhibition mostly above about 52%, no sharp cut-off; inactive = mostly below about 76%; also: some results filed as inactive read as strong as hits
XIAP antagonists – XIAP antagonists, biochemical, IAP family, fluorescence polarization (AID 1018) | XIAP BIR domain, fluorescence polarization peptide displacement; higher % means a stronger effect | hit rate 0.007% among 200,000 | displacement, % at 20 µM; hits with a dose series show IC50 in µM; in the data active = displacement above about 50%; also: a part of the inactive calls stands beside numbers as strong as those of hits
HEK293 NOD2/NF-kB – inhibition of NOD2-driven NF-kB reporter – cell-based, luminescence, uHTS, HEK293 (AID 1566); one-dose inhibition, % at 4 µM; EC50 in µM for titrated hits; hit rate 0.63% among 290,000; HEK293 NOD2/NF-kB luciferase reporter, luminescence; higher % means a stronger effect; also: many of its hits are not listed in these tables
Myeloid diff 2 – compounds promoting myeloid differentiation | ER-HoxA9 myeloid progenitors, lysozyme-GFP differentiation, flow cytometry | calls only at 10 µM | hit rate 1% among 360,000 | AID 624256;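 active = normalized GFP-positive differentiation at or above the plate's own cutoff, the solvent-only control mean plus 3 SD; inconclusive = no clear call, values can overlap the other calls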;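 also: cells exposed to compound for four days before flow analysis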
Siah-1 displacement – Siah-1 peptide-binding antagonists, primary screen, biochemical, fluorescence polarization, rhodamine-plectin, uHTS (AID 1817). Siah-1 / rhodamine-plectin peptide fluorescence polarization; higher % means a stronger effect. one-dose displacement, % at 20 µM; IC50 in µM for titrated hits. hit rate 0.02% among 290,000;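 active = displacement of at least 50% at 20 µM, with a fluorescence ratio check between 0.3 and a set limit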;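 also: plate controls were Siah plus tracer with DMSO for no effect and tracer alone without Siah for full effect; strong numbers were not always called active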
Hep lipid drop cells 6.5 µM – also measured in Hep lipid drop; calls as there; cell count; measured here: cell count, cytotoxicity flag;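 cells counted across two imaged fields per well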
Dengue-2 NS5 capping pilot replicate – recorded beside Dengue-2 NS5 capping, whose call it bears; inhibition, %; measured here: pilot screen replicate inhibition
Myeloid diff 2 GFP+ MAC1+ % – also measured in Myeloid diff 2; calls as there; GFP+ MAC1+ double positive, %; measured here: differentiation confirmed by MAC1 staining
An asterisk follows results filed as active; i = inactive; ? = inconclusive; / = no result given. Rule as the data show it, unless noted: active = inhibition above about 50%; inactive = the rest.

SMILES	AID2073	Dengue-2 NS5 capping	LYP phosphatase	Hep lipid drop	Hep lipid drop cells 6.5 µM	HIV peptide binding	XIAP antagonists	HEK293 NOD2/NF-kB	Myeloid diff 2	Myeloid diff 2 GFP+ MAC1+ %	Siah-1 displacement	others
O=C(NN1CCCCC1)c1cccc(COc2ccc(Cl)cc2)c1	-11%	-8%	1%	2	682	-1.0%	-6.9%	-66%	i	0.4	-2%
O=C(NCCc1ccc(Cl)cc1)c1cccc(N2CCCC2=O)c1	0%	-12%	-5%	-4	724	-0.7%	/	-4%	i	0.4	-1%
O=C(CC(=O)NCc1ccc(Cl)cc1)NCc1ccccc1	8%	-7%	-7%	-6	846	0.6%	/	-7%	i	0.2	4%
Cc1ccc(-c2csc(NC(=O)CCNC(=O)c3ccc(Cl)cc3)n2)cc1	21%	-4%	-6%	-7	668	-0.8%	-2.3%	-2%	i	0.3	6%
c1cncc(CNc2nc(-c3cccnc3)nc3ccccc23)c1	3%	-3%	2%	8	786	1.2%	/	-83%	i	0.5	2%
CN(C(=O)COC(=O)c1cc(NS(=O)(=O)c2cc([N+](=O)[O-])ccc2Cl)ccc1O)C1CCCCC1	4%	1%	5%	3	646	3.1%	-0.7%	7%	i	0.6	1%
O=C(CCN1C(=O)c2ccccc2C1=O)N1CCN(C2c3ccccc3-c3ccccc32)CC1	-3%	0%	-1%	-21	698	-0.1%	-2.9%	-29%	i	1.2	8%
CCC(C)NC(=O)[C@H](CSCc1ccccc1)N1Cc2ccccc2C1=O (some centres undefined)	-5%	2%	-6%	-2	738	0.7%	-4.0%	4%	i	7.4	-3%
COc1ccccc1NC(=O)Nc1ccc(-n2ccc(C(F)(F)F)n2)cc1	?	0%	3%	0	641	1.8%	/	-29%	i	0.4	9%
O=C(O)Cc1ccc(-c2ccccc2-c2ccccc2)cc1	11%	9%	-1%	-18	759	5.1%	-1.7%	6%	i	0.3	5%
O=C(O)C(=O)/C(=C\c1cccc(Cl)c1)c1ccc2ccccc2n1	-5%	16%	0%	-9	666	5.5%	-4.5%	-78%	i	0.2	6%
CCc1nc2ccccc2c(C(=O)OCC(=O)NCc2ccc3c(c2)OCO3)c1C	0%	1%	-3%	79*	731*	1.3%	4.2%	-26%	i	0.2	3%
Cn1ncc2c(Nc3ccc(Br)cc3)nc(Nc3ccc(Br)cc3)nc21	36%	-4%	4%	18	748	4.0%	/	9%	i	0.1	-1%
COCCn1c(SCC(=O)Nc2ccc(F)cc2)nc2c([nH]c3ccccc32)c1=O	?	2%	-10%	-15	817	2.1%	/	15%	i	1.1	2%
Cc1ccccc1N1C(=O)c2sc3nc4c(c(=O)n3c2C1=O)CCC4	4%	8%	-7%	/	/	-2.0%	0.9%	6%	i	0.9	10%
O=C(Cn1sc2ccccc2c1=O)N1CCN(C(=O)c2ccco2)CC1	4%	-9%	-10%	-18	715	1.1%	/	6%	i	3.7	1%
Cc1nnc(SCC(=O)Nc2ccc([N+](=O)[O-])cc2)n1CC1CCCO1 (centres undefined)	6%	-10%	-2%	30	763	-0.3%	/	2%	i	0.2	0%
CN(C)CCCNC(=O)c1cc(S(=O)(=O)N2CCOCC2)ccc1F	-2%	-8%	-1%	11	821	-2.9%	-23%	13%	i	1.4	-8%
COc1cccc(-c2noc(-c3cccs3)n2)c1	-1%	-3%	-2%	22	759	-2.0%	-0.8%	-135%	i	0.3	4%
C/C(=N/NC(=O)c1ccoc1C)C12CC3CC(CC(C3)C1)C2	0%	-2%	2%	-11	744	-2.2%	-1.4%	-11%	i	0.8	3%
COc1ccc2c(Cl)c(C(=O)NCC3CCCO3)sc2c1Cl (centres undefined)	3%	/	-1%	-2	561	1.9%	-0.2%	-15%	/	/	-3%
COc1ccc(C(=O)/C(C#N)=N/Nc2ccccc2[N+](=O)[O-])cc1	-8%	-1%	-3%	14	647	-2.9%	2.6%	26%	i	0.0	1%
Cc1nonc1OCCNc1ccc([N+](=O)[O-])cc1[N+](=O)[O-]	1%	-3%	4%	0	708	0.5%	-3.5%	0%	i	0.6	0%
O=C(NCC(=O)N(c1ccccc1)C(C(=O)NC1CCCC1)c1ccncc1)c1cccs1 (centres undefined)	3%	-8%	-12%	-14	673	-1.8%	/	-20%	i	0.4	-3%
COc1cc(OC)c(/C=C2\SC(=O)N(CC(=O)Nc3ccccc3F)C2=O)c(OC)c1	6%	0%	-10%	1	780	1.7%	/	8%	i	0.5	0%
O=C(NCCCN1CCCC1)c1cc(Sc2ccc(F)cc2)nc2ccccc12	3%	-5%	-1%	2	659	-1.3%	-1.7%	15%	i	0.5	4%
Cc1nc(NC(=O)CCc2ccccc2)sc1C	-29%	-3%	-4%	-14	850	0.8%	/	-31%	i	0.3	-3%	Dengue-2 NS5 capping pilot replicate=-3.0
O=C(Nc1cccc([N+](=O)[O-])c1)c1ccc(CN2CCOCC2)cc1	-5%	-6%	-4%	-17	592	0.4%	-1.8%	-15%	i	0.3	-5%
COC(=O)C1=C(C)Nc2ncnn2C1c1ccc(OC(=O)c2ccccc2)cc1 (centres undefined)	1%	-3%	-2%	/	/	-1.6%	-1.9%	7%	i	1.4	1%
COc1ccc(-c2cc(C(=O)Nc3cccc(S(=O)(=O)NCc4ccco4)c3)c3ccccc3n2)cc1OC	?	-6%	3%	9	641	5.9%	-0.8%	33%	i	0.5	3%
COc1ccc(S(=O)(=O)N2CCCCC2)cc1NS(=O)(=O)c1cc(Cl)ccc1Cl	6%	1%	2%	-5	712	1.5%	-3.4%	25%	i	0.8	-2%
CCC(C)NCCOCCOc1ccc(C)cc1OC (centres undefined)	-5%	0%	-3%	-7	703	0.9%	-3.4%	-4%	i	0.1	6%
Cc1ccc(C(C)C)c(OCc2nnc(SCC(=O)Nc3ncc(C)s3)n2C)c1	-3%	-1%	-1%	50	679	-1.5%	-6.1%	4%	i	0.4	-2%
OCCCn1c(-c2ccccc2)csc1=Nc1ccccc1	-20%	-12%	0%	12	694	-1.3%	-1.3%	4%	i	0.4	0%
O=C(NCCC1=CCCCC1)C1CCN(S(=O)(=O)c2ccc(Br)s2)CC1	1%	-4%	-1%	-8	724	0.9%	2.7%	-22%	i	0.5	4%
O=C(COC(=O)c1ccccc1NC(=O)c1ccco1)Nc1ccc2c(c1)OCO2	7%	0%	-8%	/	/	-1.9%	0.1%	1%	i	1.8	-1%
CCCC1(C(=O)OCC)NC(c2ccc(N(C)C)cc2)C2C(=O)N(c3ccc(F)cc3)C(=O)C21 (centres undefined)	-6%	2%	1%	2	711	-1.3%	-5.4%	9%	i	0.9	1%
Cc1ccc2nc(COc3ccc(Cl)cc3)cc(=O)n2c1	8%	2%	-5%	1	685	0.3%	-7.3%	-44%	i	0.6	5%
COc1cc(C(=O)N/N=C/c2sccc2C)cc(OC)c1OC	-1%	-4%	0%	?	/	0.0%	1.1%	-22%	/	/	1%
CCOC(=O)N(CC)OC(=O)Nc1ccc(Cl)cc1	-4%	-10%	-6%	22	739	0.9%	-3.5%	4%	i	1.0	13%
Cc1ccccc1OCC(O)CN1CCN(C)CC1 (centres undefined)	-4%	/	-12%	0	736	-1.0%	-2.8%	8%	i	0.1	-5%
Cc1ccc2nc(SCC(=O)c3c(C)[nH]c4ccccc34)[nH]c2c1	2%	-4%	1%	24	671	-2.1%	-6.2%	2%	i	0.5	-6%
CCOc1cc(NC(=S)NCC2CCCO2)c(OCC)cc1NC(=O)C1CC1 (centres undefined)	-8%	11%	2%	14	692	-1.8%	1.4%	11%	i	0.0	-2%
Nc1nc(OCC2CCCCC2)c2[nH]cnc2n1	8%	3%	-12%	7	770	0.0%	/	10%	i	4.7	4%
CC(C)C(c1nnnn1Cc1ccco1)N1CCN(C2CCCC2)CC1 (centres undefined)	3%	1%	-7%	/	/	-2.2%	-0.8%	7%	i	1.1	-2%
CC(C)c1c(C(=O)N/N=C/c2cccnc2)nnn1-c1nonc1N	6%	-8%	-8%	12	669	-0.4%	/	16%	i	4.8	2%
CCCN=CC1=C(O)CC(c2ccccc2)CC1=O (centres undefined)	-1%	-2%	-6%	-9	747	1.4%	-4.1%	-3%	i	0.5	-3%
CSc1nc(Sc2ccccc2Cl)c2ccccc2n1	39%	-3%	0%	16	570	1.1%	-6.7%	4%	i	0.9	1%
CCn1nnc(NC(=O)C(C)Oc2ccc(Cl)cc2Cl)n1 (centres undefined)	2%	-8%	-8%	/	/	-1.2%	-3.1%	-22%	i	1.4	-4%
O=C(COC(=O)C(O)C(O)C(=O)OCC(=O)c1ccc(C(F)(F)F)cc1)c1ccc(C(F)(F)F)cc1 (centres undefined)	17%	/	-4%	-1	663	-1.7%	/	8%	i	0.5	0%

Arranged by SMILES length (lowest first): 3 of the compounds above.
SMILES	AID2073	Dengue-2 NS5 capping	LYP phosphatase	Hep lipid drop	Hep lipid drop cells 6.5 µM	HIV peptide binding	XIAP antagonists	HEK293 NOD2/NF-kB	Myeloid diff 2	Myeloid diff 2 GFP+ MAC1+ %	Siah-1 displacement	others
Cc1ccccc1OCC(O)CN1CCN(C)CC1 (centres undefined)	-4%	/	-12%	0	736	-1.0%	-2.8%	8%	i	0.1	-5%
CSc1nc(Sc2ccccc2Cl)c2ccccc2n1	39%	-3%	0%	16	570	1.1%	-6.7%	4%	i	0.9	1%
CC(C)C(c1nnnn1Cc1ccco1)N1CCN(C2CCCC2)CC1 (centres undefined)	3%	1%	-7%	/	/	-2.2%	-0.8%	7%	i	1.1	-2%

Next section.
SMILES	AID2073	Dengue-2 NS5 capping	LYP phosphatase	Hep lipid drop	Hep lipid drop cells 6.5 µM	HIV peptide binding	XIAP antagonists	HEK293 NOD2/NF-kB	Myeloid diff 2	Myeloid diff 2 GFP+ MAC1+ %	Siah-1 displacement	others
COc1cc([N+](=O)[O-])cc(/C=N/NC(=O)Cn2nccc2C)c1O	-5%	11%	0%	36	781	2.8%	/	18%	i	0.4	-5%
O=C(COC(=O)CC1CC2CCC1C2)Nc1cc([N+](=O)[O-])ccc1F (centres undefined)	-2%	0%	-1%	7	703	-1.8%	-5.2%	21%	i	0.4	-4%
COc1ccc(CCNC(=O)CSc2nnc(-c3ccccc3)o2)cc1OC	14%	-9%	-2%	/	/	-1.1%	-6.2%	9%	i	1.0	1%	Dengue-2 NS5 capping pilot replicate=-5.8
COc1ccc(N2CCN(C(=O)c3cc(N4C(=O)C5C6CCC(C6)C5C4=O)ccc3Cl)CC2)cc1 (centres undefined)	0%	-5%	-6%	2	693	-2.6%	-3.5%	16%	i	1.9	2%
CC(C)N1C(=O)CC(Nc2cccc3cccc(N)c23)C1=O (centres undefined)	?	13%	1%	0	680	46%	-18%	18%	i	0.2	93%

Bioassay records from PubChem.

Only part of the results is shown. The share of hits here may be higher or lower than overall.
